Screens: PubChem BioAssay, several laboratories
DAX1 inh-1: DAX1 (NR0B1) inhibitors, primary screen, cell-based, HEK293, Gal4-DAX1, luciferase luminescence; 340,000 compounds, 0.99% hits; AID 504766, 2011; HEK293 Gal4-DAX1 luciferase reporter; inhibition, % at 6.75 µM; Nuclear receptor subfamily 0 group B member 1 (Homo sapiens), P51843;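 active = inhibition above the mean over all tested compounds plus 3 SD, cut at about 4.2% in these data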;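 note: 0% = DAX1-transfected cells with DMSO and 100% = empty-vector control cells with DMSO; inhibition shows as a rise in luminescence from relieved DAX1 repression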
GAA850 FXN act: FXN promoter activators, primary screen, cell-based, luciferase luminescence, HEK293 lucGAA850. activation, % at 6 µM. 360,000 compounds, 0.56% hits. HEK293 lucGAA850 FXN promoter luciferase reporter, 24 h; percent of 10 µM SAHA response;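 active = activation above the average of all compounds screened plus 3 SD, cutoff fixed separately per campaign, cut at about 7.5% in these data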;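 note: 0% = DMSO wells and 100% = 10 µM SAHA wells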
DAX1 inh-2: DAX1 (NR0B1) inhibitors on StAR promoter, primary screen, cell-based, luminescence, SF-1 (NR5A1), full-length DAX-1. HEK293T StAR-luciferase reporter, SF-1/DAX-1 repression relief. 370,000 compounds, 1.1% hits. inhibition, % at 6.8 µM. AID 652010, 2013;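 active = inhibition above the mean over all tested compounds plus 3 SD, cut at about 3.6% in these data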;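 note: 0% = DAX-1 cells with DMSO and 100% = cells lacking DAX-1 with DMSO; higher inhibition means more luminescence from relief of DAX-1 repression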
NPR1 activator: GC-A stimulated cGMP production enhancers – HEK293 GC-A cells, cGMP TR-FRET, EC30 ANP, primary screen; 0% at EC30 ANP, 100% saturating ANP; 370,000 compounds, 0.14% hits; Atrial natriuretic peptide receptor 1 (Homo sapiens), P16066; activation, % at 10 µM; AID 1671463, 2021; in the data active = activation above about 40%
hcDAF12 agonist: H. contortus DAF-12 nuclear receptor activators, primary screen, cell-based, luminescence, HEK293, lit1-tk-luc reporter | HEK293 hcDAF-12 lit1-tk-luc reporter; 0% DMSO, 100% Δ7-dafachronic acid | activation, % at 6.8 µM | 370,000 compounds, 1.4% hits | AID 652067, 2013;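 active = activation above the mean of all tested compounds plus 3 SD, cut at about 5.5% in these data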;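 note: 100% = response to 3 µM Δ7-dafachronic acid high control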
hgDAF-12 ag: H. glycines DAF-12 receptor agonists, primary screen, cell-based, luminescence, HEK293, GAL4 fusion, UAS-luciferase; activation, % at 6.8 µM; HEK293 GAL4-hgDAF12 UAS-luciferase reporter, agonist luminescence; normalized to butyrate control; Nuclear hormone receptor DAF-12 (Heterodera glycines), GAL4 fusion; 370,000 compounds, 1.8% hits;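 active = activation above a cutoff set at the mean of all screened compounds plus 3 SD, cut at about 10% in these data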;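 note: 0% = DMSO wells and 100% = sodium butyrate wells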
ssDAF12 agonist: S. stercoralis DAF-12 nuclear receptor activators, primary screen, cell-based, luminescence, HEK293, GRIP1 co-expression, lit1-tk-luc. HEK293 ssDAF-12/GRIP1 lit1-tk-luc reporter; % of 3 µM dafachronic acid response. Nuclear hormone receptor DAF-12 (Strongyloides stercoralis). activation, % at 6.8 µM. 370,000 compounds, 1% hits;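 active = activation above the mean over all tested compounds plus 3 SD, cut at about 0.9% in these data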;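 note: 0% = DMSO-only wells and 100% = 3 µM delta7-dafachronic acid wells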
NPR2 activator: human GC-B receptor activators, primary screen, HEK293 GC-B cells, cGMP TR-FRET, EC30 CNP | 0% at EC30 CNP, 100% saturating CNP | 370,000 compounds, 0.11% hits | AID 1920062, 2024 | activation, % at 10 µM;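 active = activation at 10 µM reaching about 35% in either raw or pattern-adjusted values, limit read from the data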
Target sequence (P20594 whole entry, looked up): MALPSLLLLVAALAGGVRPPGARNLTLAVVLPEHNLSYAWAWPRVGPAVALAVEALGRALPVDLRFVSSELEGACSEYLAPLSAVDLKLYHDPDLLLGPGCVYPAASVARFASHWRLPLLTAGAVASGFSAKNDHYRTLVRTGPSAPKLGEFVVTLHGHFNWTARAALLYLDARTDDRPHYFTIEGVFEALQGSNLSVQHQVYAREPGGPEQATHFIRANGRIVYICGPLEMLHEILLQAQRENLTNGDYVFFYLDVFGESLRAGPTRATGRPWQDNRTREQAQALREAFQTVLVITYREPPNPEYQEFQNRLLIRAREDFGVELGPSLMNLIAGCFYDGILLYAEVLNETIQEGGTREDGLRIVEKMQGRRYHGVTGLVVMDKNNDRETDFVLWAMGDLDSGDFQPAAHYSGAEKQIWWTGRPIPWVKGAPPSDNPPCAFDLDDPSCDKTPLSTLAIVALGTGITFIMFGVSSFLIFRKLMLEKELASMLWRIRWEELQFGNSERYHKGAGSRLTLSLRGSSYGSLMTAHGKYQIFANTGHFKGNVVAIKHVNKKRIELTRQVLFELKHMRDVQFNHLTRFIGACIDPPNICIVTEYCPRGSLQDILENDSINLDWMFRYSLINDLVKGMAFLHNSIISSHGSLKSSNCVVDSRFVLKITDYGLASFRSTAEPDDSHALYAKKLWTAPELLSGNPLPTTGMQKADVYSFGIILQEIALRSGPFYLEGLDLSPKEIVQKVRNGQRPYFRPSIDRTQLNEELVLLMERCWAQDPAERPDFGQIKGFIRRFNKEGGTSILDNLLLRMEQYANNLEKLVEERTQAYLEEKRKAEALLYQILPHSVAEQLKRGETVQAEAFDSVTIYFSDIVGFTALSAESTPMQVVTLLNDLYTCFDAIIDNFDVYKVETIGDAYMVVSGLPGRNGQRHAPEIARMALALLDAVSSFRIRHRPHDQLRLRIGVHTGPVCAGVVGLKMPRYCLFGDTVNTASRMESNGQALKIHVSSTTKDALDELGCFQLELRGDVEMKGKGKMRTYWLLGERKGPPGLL
HGIII-sPLA2 inh: human group III sPLA2 inhibitors, primary screen, biochemical, QFRET, BODIPY PC-A2 liposome substrate | QFRET BODIPY PC-A2 liposome hydrolysis, fluorescence | Group 3 secretory phospholipase A2 (Homo sapiens), Q9NZ20 | inhibition, % at 12.2 µM | 370,000 compounds, 0.56% hits;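 active = inhibition above mean plus 3 SD of compounds lying within the high and low control bounds, cut at about 19% in these data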;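 note: 0% = median of test compound wells and 100% = no enzyme DMSO wells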
SMARCA2 activ: SMARCA2 (BRM) function activators, primary screen, cell-based, luminescence, high throughput; MG213 cells, MMTV-luciferase reporter, dexamethasone, overnight; activation, % at 9.1 µM; 370,000 compounds, 1% hits; AID 652017, 2013; in the data active = activation above about 7.8%;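 note: 0% = vehicle wells and 100% = reference activator wells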
ADAM10 inh: human ADAM10 inhibitors, primary screen, biochemical, QFRET, HTS; Disintegrin and metalloproteinase domain-containing protein 10 (Homo sapiens), O14672; recombinant ADAM10, EDANS/DABCYL FRET peptide cleavage, 3 h; inhibition, % at 7 µM; 370,000 compounds, 0.62% hits;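 active = inhibition above a per-campaign cutoff equal to the mean of compounds falling between control-based bounds plus 3 SD, cut at about 20% in these data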;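 note: 0% = DMSO wells while the 100% control is not disclosed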
Active calls of the source: *.

What do the screens show for `O=C(COc1ccc2ccccc2c1)NNC(=O)Nc1ccccc1F`?
DAX1 inh-1: 0.3; GAA850 FXN act: -1.2; DAX1 inh-2: -0.2; NPR1 activator: 1.0; hcDAF12 agonist: -0.7; hgDAF-12 ag: 2.5; ssDAF12 agonist: -1.2; NPR2 activator: 3.6; HGIII-sPLA2 inh: -28.7; SMARCA2 activ: -0.6; ADAM10 inh: -0.7

How did OCC1(Cc2ccc(Cl)cc2)CCN(Cc2ccccc2F)CC1 do in these assays?
DAX1 inh-1: -0.3; GAA850 FXN act: -0.1; DAX1 inh-2: 0.3; NPR1 activator: 0.8; hcDAF12 agonist: -1.0; hgDAF-12 ag: -1.9; ssDAF12 agonist: -1.1; NPR2 activator: -1.0; HGIII-sPLA2 inh: -10.5; SMARCA2 activ: -0.3; ADAM10 inh: 6.4

How did COc1ccc(C(=O)NC(C(=O)NCc2ccccn2)C(C)C)cc1 (centres undefined) do in these assays?
DAX1 inh-1: -0.7; GAA850 FXN act: -1.3; DAX1 inh-2: 1.0; NPR1 activator: -2.9; hcDAF12 agonist: 0.8; hgDAF-12 ag: 1.0; ssDAF12 agonist: -0.6; NPR2 activator: -0.1; HGIII-sPLA2 inh: 3.4; SMARCA2 activ: 0.7; ADAM10 inh: 0.2

Results for O=C(OCc1ccccc1)N1CCC2CC1c1cc(N3CCN(S(=O)(=O)c4cccc5ccccc45)CC3)ccc12 (centres undefined) ?
DAX1 inh-2: -0.2; NPR1 activator: 0.7; hcDAF12 agonist: -3.2; hgDAF-12 ag: 2.2; ssDAF12 agonist: -0.7; NPR2 activator: -3.0; HGIII-sPLA2 inh: 4.0; SMARCA2 activ: 0.3; ADAM10 inh: -4.8

Results for CCCCCCSc1nc(O)c(C2OC(=O)c3c2ccc(OC)c3OC)c(=O)n1-c1ccccc1 (centres undefined) ?
DAX1 inh-1: -0.5; GAA850 FXN act: -0.4; DAX1 inh-2: -0.2; NPR1 activator: 2.8; hcDAF12 agonist: -0.4; hgDAF-12 ag: 0.8; ssDAF12 agonist: -1.3; NPR2 activator: 0.4; HGIII-sPLA2 inh: -2.6; SMARCA2 activ: 0.8; ADAM10 inh: 1.7

What do the screens show for `O=C(COc1ccc(Cl)cc1)N(Cc1ccccc1)c1ccccn1`?
DAX1 inh-1: -0.7; GAA850 FXN act: 3.0; DAX1 inh-2: -0.2; NPR1 activator: -4.9; hcDAF12 agonist: -2.7; hgDAF-12 ag: -1.4; ssDAF12 agonist: -1.3; NPR2 activator: -9.0; HGIII-sPLA2 inh: -1.1; SMARCA2 activ: -4.5; ADAM10 inh: -0.8

How did Cc1ccc(C(CC(=O)O)NC(=O)CN2C(=O)c3ccccc3C2=O)cc1 (centres undefined) do in these assays?
DAX1 inh-1: 0.5; GAA850 FXN act: -0.7; DAX1 inh-2: -0.4; NPR1 activator: -0.4; hcDAF12 agonist: -0.6; hgDAF-12 ag: 2.1; ssDAF12 agonist: -0.3; NPR2 activator: 1.7; HGIII-sPLA2 inh: 7.4; SMARCA2 activ: -1.1; ADAM10 inh: -6.7

Results for COc1cc(C2CC=C(C(=O)O)C(c3ccccc3F)N2S(=O)(=O)c2ccc(C)cc2)cc(OC)c1OC (centres undefined) ?
DAX1 inh-2: -0.6; NPR1 activator: -1.4; hcDAF12 agonist: -1.5; hgDAF-12 ag: 3.2; ssDAF12 agonist: -1.7; NPR2 activator: -3.0; HGIII-sPLA2 inh: -3.3; SMARCA2 activ: -3.6; ADAM10 inh: 1.8

Results for COc1ccc(CNC(=O)c2ccccc2C(=O)O)cc1 ?
DAX1 inh-1: -0.1; GAA850 FXN act: 1.3; DAX1 inh-2: 0.7; NPR1 activator: 4.2; hcDAF12 agonist: -0.2; hgDAF-12 ag: -1.0; ssDAF12 agonist: -1.0; NPR2 activator: 4.1; HGIII-sPLA2 inh: 11.1; SMARCA2 activ: -0.2; ADAM10 inh: 0.4

How did COc1ccc(OC)c(NC(=O)c2ccccc2OC(C)=O)c1 do in these assays?
DAX1 inh-1: 1.0; GAA850 FXN act: 1.2; DAX1 inh-2: -0.7; NPR1 activator: -0.3; hcDAF12 agonist: 2.0; hgDAF-12 ag: 1.5; ssDAF12 agonist: 0.0; NPR2 activator: 2.4; HGIII-sPLA2 inh: 4.1; SMARCA2 activ: 1.9; ADAM10 inh: -10.8

How did O=C(NCCc1ccc(C(F)(F)F)cc1)C1CCC(=O)N(CCc2cccc(F)c2)C1 (centres undefined) do in these assays?
DAX1 inh-1: -0.1; GAA850 FXN act: 1.5; DAX1 inh-2: 0.8; NPR1 activator: -3.3; hcDAF12 agonist: 1.1; hgDAF-12 ag: 3.5; ssDAF12 agonist: -0.7; NPR2 activator: 3.0; HGIII-sPLA2 inh: -5.7; SMARCA2 activ: -2.8; ADAM10 inh: 2.4

How did CCN(CC)S(=O)(=O)c1cccc(NC(=O)COc2ncnc3sccc23)c1 do in these assays?
DAX1 inh-1: 0.6; GAA850 FXN act: 0.9; DAX1 inh-2: -0.3; NPR1 activator: -2.0; hcDAF12 agonist: -0.6; hgDAF-12 ag: 0.6; ssDAF12 agonist: -0.3; NPR2 activator: 0.1; HGIII-sPLA2 inh: -10.8; SMARCA2 activ: 1.6; ADAM10 inh: -8.6

What do the screens show for `O=C(COC(=O)CCS(=O)(=O)c1ccc(Cl)cc1)NCCc1ccccc1`?
DAX1 inh-1: 1.0; GAA850 FXN act: -1.9; DAX1 inh-2: 0.0; NPR1 activator: 0.3; hcDAF12 agonist: 3.1; hgDAF-12 ag: -0.5; ssDAF12 agonist: -0.7; NPR2 activator: -4.6; HGIII-sPLA2 inh: 4.3; SMARCA2 activ: -0.9; ADAM10 inh: -1.8

What do the screens show for `Cc1ccc(OCc2nn3c(-c4ccco4)nnc3s2)cc1`?
DAX1 inh-1: 0.3; GAA850 FXN act: 2.0; DAX1 inh-2: -0.1; NPR1 activator: 1.2; hcDAF12 agonist: -1.7; hgDAF-12 ag: -0.8; ssDAF12 agonist: -1.3; NPR2 activator: 0.0; HGIII-sPLA2 inh: 5.4; SMARCA2 activ: -3.8; ADAM10 inh: -4.6

How did CCOC(=O)Cn1nc(-c2ccccc2)c(-c2ccccc2)nc1=O do in these assays?
DAX1 inh-1: 1.3; GAA850 FXN act: 3.5; DAX1 inh-2: -0.5; NPR1 activator: 10.6; hcDAF12 agonist: -2.5; hgDAF-12 ag: 0.1; ssDAF12 agonist: -1.3; NPR2 activator: 6.4; HGIII-sPLA2 inh: 0.4; SMARCA2 activ: -1.8; ADAM10 inh: -8.7

How did O=C1CCCN1CCCNCC(O)c1ccccc1 (centres undefined) do in these assays?
DAX1 inh-1: -0.1; GAA850 FXN act: -0.9; DAX1 inh-2: 0.2; NPR1 activator: 2.8; hcDAF12 agonist: -0.4; hgDAF-12 ag: -0.8; ssDAF12 agonist: -1.5; NPR2 activator: -3.6; HGIII-sPLA2 inh: 2.2; SMARCA2 activ: 0.1; ADAM10 inh: -4.0

How did CN1CC=C2C(C#N)=C(N)C(C#N)(C#N)C(c3cccc(Cl)c3Cl)C2C1 (centres undefined) do in these assays?
DAX1 inh-1: -1.1; GAA850 FXN act: -0.4; DAX1 inh-2: -1.2; NPR1 activator: 2.8; hcDAF12 agonist: -0.4; hgDAF-12 ag: -2.4; ssDAF12 agonist: -0.5; NPR2 activator: 4.2; HGIII-sPLA2 inh: -5.6; SMARCA2 activ: 1.3; ADAM10 inh: -285.4

Results for O=C(NCc1ccccc1)C1=C[C@H](c2ccc3c(c2)OCO3)C[C@H](OCCCCO)O1 ?
DAX1 inh-1: -0.3; GAA850 FXN act: -0.5; DAX1 inh-2: -0.1; NPR1 activator: -0.1; hcDAF12 agonist: 0.4; hgDAF-12 ag: 1.6; ssDAF12 agonist: -1.5; NPR2 activator: 0.1; HGIII-sPLA2 inh: 0.3; SMARCA2 activ: 1.6; ADAM10 inh: -30.1

How did O=C1NC[C@H](CCCCN2CCN(CC3CCCCC3)C(=O)C2=O)N(CC2CCCCC2)C1=O do in these assays?
DAX1 inh-2: 0.6; NPR1 activator: 1.8; hcDAF12 agonist: -1.8; hgDAF-12 ag: -2.0; ssDAF12 agonist: -0.9; NPR2 activator: 1.2; HGIII-sPLA2 inh: -0.3; SMARCA2 activ: 0.9; ADAM10 inh: 10.1

What do the screens show for `CCCNc1nc2c(c(=O)[nH]c(=O)n2C)n1CCCc1ccccc1`?
DAX1 inh-1: -0.5; GAA850 FXN act: 0.5; DAX1 inh-2: 0.3; NPR1 activator: 3.1; hcDAF12 agonist: 0.9; hgDAF-12 ag: 0.0; ssDAF12 agonist: -0.1; NPR2 activator: 4.8; HGIII-sPLA2 inh: 4.7; SMARCA2 activ: -2.2; ADAM10 inh: 8.2

How did CC(CS(=O)(=O)c1ccc2c(c1)NC(=O)CS2)C(=O)N1CCN(c2cccc(Cl)c2)CC1 (centres undefined) do in these assays?
DAX1 inh-1: 0.0; GAA850 FXN act: 1.5; DAX1 inh-2: -0.3; NPR1 activator: 2.1; hcDAF12 agonist: -0.2; hgDAF-12 ag: -1.6; ssDAF12 agonist: -0.9; NPR2 activator: 1.4; HGIII-sPLA2 inh: -2.7; SMARCA2 activ: -2.0; ADAM10 inh: -1.9

How did OCC1(CO)COC(c2ccccc2)=N1 do in these assays?
DAX1 inh-1: 3.0; GAA850 FXN act: 0.9; DAX1 inh-2: -0.3; NPR1 activator: 2.7; hcDAF12 agonist: -1.7; hgDAF-12 ag: -3.8; ssDAF12 agonist: -1.3; NPR2 activator: -1.8; HGIII-sPLA2 inh: 2.8; SMARCA2 activ: 0.5; ADAM10 inh: -3.0

Results for CC1CN(CCOc2ccc([N+](=O)[O-])cc2)CC(C)O1 (centres undefined) ?
DAX1 inh-1: -1.1; GAA850 FXN act: 1.7; DAX1 inh-2: -1.5; NPR1 activator: 2.6; hcDAF12 agonist: -0.6; hgDAF-12 ag: -0.6; ssDAF12 agonist: -0.9; NPR2 activator: 5.4; HGIII-sPLA2 inh: 4.6; SMARCA2 activ: -0.2; ADAM10 inh: 1.8
